Bioassay records deposited in PubChem by National Center for Advancing Translational Sciences (NCATS).
PNC inhibitor = High Content Assay for Compounds that inhibit the Assembly of the Perinucleolar Compartment. PC3M PTB-GFP, PNC prevalence imaging, 16 h; active compounds read low. activity change (PNC), negative = inhibition, % at 10 µM. 3.1% of 140,000 active. AID 2417, 2010;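 active = readout at or below -70, meaning at least 70% loss of cells showing the perinucleolar compartment, a nuclear body marking cancer cells; inconclusive = readout between -30 and a set limit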;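 also: plate controls were DMSO wells for no effect and camptothecin positive control wells for full effect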
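Compounds are pinned in duplicate onto adhered PC3M cells stably expressing GFP-tagged PTB and incubated 16 h at 37 C. Cells are then fixed, nuclei stained with Hoechst, and PNC-positive cells counted.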
12-hLO inh = qHTS Assay for Inhibitors of 12-hLO (12-human lipoxygenase). Polyunsaturated fatty acid lipoxygenase ALOX12 (Homo sapiens), P18054. 0.12% of 150,000 active. Potency, µM (doses to about 57.1 µM), without a hit: at the top dose activity change, negative = inhibition, hits mostly inhibitors. purified 12-hLO, xylenol orange hydroperoxide absorbance; also: potency is read from the fitted curve at half-maximal effect; nearly all actives have a fitted effect of over 55% in size; many of its hits are not listed in these tables
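150 nM 12hLO, 25 mM Hepes pH 7.0 + 0.01% Triton X-100; cpd preinc 15 min RT; 40 uM arachidonic acid, 30 min RT; Fe-XO 30 min; A573/A405 ratio as read-out.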
IMPase cell inh = qHTS Assay for Identifying the Cell-Membrane Permeable IMPase Inhibitors; AID 901, 2007; 120,000 tested, under 10 active; Inositol monophosphatase 1 (Rattus norvegicus), P97697; CHO-M1 cells, IP1 accumulation, HTRF TR-FRET ratio; inhibition (IP1 accumulation), % at 46.1 µM; active = well fitted curve in the direction sought with a large enough effect in the signal ratio, not every such curve was filed as active; inconclusive = small, poorly fitted or top-dose-only effect, or a change in a side signal; inactive = no such curve, though single readings can be large or run the other way; the % refers to the signal ratio;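 also: cells stimulated with carbachol in lithium chloride buffer; plate controls were DMSO basal wells for no effect and reference inhibitor wells for full effect; higher means more IMPase inhibition seen as more IP1 and lower FRET ratio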
Target sequence (P97697 whole entry, looked up): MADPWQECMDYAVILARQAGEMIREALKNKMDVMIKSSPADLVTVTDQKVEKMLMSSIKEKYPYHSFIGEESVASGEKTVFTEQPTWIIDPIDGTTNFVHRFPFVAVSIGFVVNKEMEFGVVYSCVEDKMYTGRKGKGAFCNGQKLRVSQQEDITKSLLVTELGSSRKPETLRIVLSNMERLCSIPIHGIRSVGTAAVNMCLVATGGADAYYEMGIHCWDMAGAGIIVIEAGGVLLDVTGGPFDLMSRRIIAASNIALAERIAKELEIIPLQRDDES
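Carbachol-driven Gq signalling in CHO-M1 cells (2000/well) generates IP1. Compounds that block IMPase raise IP1 and so reduce the FRET signal from Eu-anti-IP1 and d2-IP1 after a 10 min room-temperature lysis.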
15-hLO-2 inh = qHTS Assay for Inhibitors of 15-hLO-2 (15-human lipoxygenase 2); Polyunsaturated fatty acid lipoxygenase ALOX15B (Homo sapiens), O15296; purified 15hLO-2, xylenol orange hydroperoxide absorbance; Potency, µM (top dose mostly 57.1 µM), for inactives: at the highest dose activity change, negative = inhibition, most hits filed as inhibitors; 0.56% of 110,000 active; AID 881, 2007; also: potency is read from the fitted curve at half-maximal effect; nearly all actives have a fitted effect of over 60% in size; many of its hits are not listed in these tables
Target sequence (O15296 whole entry, looked up): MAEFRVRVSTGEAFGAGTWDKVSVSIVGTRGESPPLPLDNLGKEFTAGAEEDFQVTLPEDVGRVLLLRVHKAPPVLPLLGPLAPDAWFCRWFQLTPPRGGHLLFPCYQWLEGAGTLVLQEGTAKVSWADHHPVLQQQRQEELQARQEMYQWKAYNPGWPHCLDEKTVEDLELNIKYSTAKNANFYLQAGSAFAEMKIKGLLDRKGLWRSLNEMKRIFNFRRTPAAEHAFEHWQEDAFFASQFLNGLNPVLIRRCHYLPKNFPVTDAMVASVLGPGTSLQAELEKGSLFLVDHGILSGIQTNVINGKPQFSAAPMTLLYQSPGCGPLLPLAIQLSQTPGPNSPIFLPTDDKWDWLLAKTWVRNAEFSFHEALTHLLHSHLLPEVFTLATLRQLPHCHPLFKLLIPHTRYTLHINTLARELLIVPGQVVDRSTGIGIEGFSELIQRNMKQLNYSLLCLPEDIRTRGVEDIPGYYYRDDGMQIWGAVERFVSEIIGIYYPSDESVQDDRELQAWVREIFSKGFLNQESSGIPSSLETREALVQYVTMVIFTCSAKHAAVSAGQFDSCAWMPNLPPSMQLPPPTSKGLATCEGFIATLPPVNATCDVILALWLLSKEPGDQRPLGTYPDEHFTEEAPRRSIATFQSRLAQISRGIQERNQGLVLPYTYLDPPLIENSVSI
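Read-out: hydroperoxide product oxidises ferrous iron, measured as xylenol orange complex via the 573-to-405 nm absorbance ratio after 30 min. Reaction: 50 nM enzyme, 15 min compound preincubation, 45 uM arachidonic acid, 90 min RT, Hepes pH 7.5 with Triton X-100.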
The depositor's hits bear a star; ? = inconclusive; nt = not tested or not shown; & = joins results of further samples; [ ] = remark or other dose. Unless noted, calls follow the shape of the dose curve; as a rule, active = well fitted curve in the direction sought with a large enough effect; inconclusive = small, poorly fitted or top-dose-only effect, or another doubt; inactive = no such curve, though single readings can be large; an effect the other way counts as inactive or inconclusive. Unless noted, % is scaled to controls: 0 for no effect and ±100 for the full control effect.

SMILES | PNC inhibitor | 12-hLO inh | IMPase cell inh | 15-hLO-2 inh
COCCCNc1nc2c(c(=O)[nH]c(=O)n2C)n1CC(O)COc1ccccc1 (stereo unspecified) | -16 | -3% | -8 | -2%
COc1ccc(CC(=O)O/N=C(\N)Cc2cccc3ccccc23)cc1 | -10 | 4% | nt | nt
Cc1cc(NC(=O)CSc2nnc(-c3ccc4c(c3)OCCO4)o2)no1 | 13 | 0% | -7 | -2%
CCc1c(C)sc(NC(=O)c2cc(-c3ccc(O)cc3)on2)c1C#N | 6 | 2% | 3 | -9%
Cc1cc(NC(=O)CSc2nc3ccccc3s2)no1 | 5 | 24% | 1 | -2%
c1ccc(-c2cnnc(N3CCOCC3)n2)cc1 | 13 | -2% | -13 | -13%
CC1CCCN(Cc2c(O)ccc3c(=O)c(-c4nc5ccccc5s4)c(N)oc23)C1 (stereo unspecified) | 30 | -9% | 5 | 47%[activator]
CCCCOC(=O)NC(NCC(O)c1ccccc1)(C(F)(F)F)C(F)(F)F (stereo unspecified) | -16 | 1% | 3 | 3%
COCCCN1C(=O)C(=O)/C(=C(/O)c2ccc(OCC(C)C)cc2)C1c1cccnc1 (stereo unspecified) | 116 | 5% | -4 | 8%
Cc1ccc2[nH]c(C(=O)O)c(NC(=O)c3ccccc3[N+](=O)[O-])c2c1 | 18 | 1% | nt | nt
Cc1cccc(N2CCN(C(=O)c3cc(C)oc3C)CC2C)c1 (stereo unspecified) | ? | -2% | nt | nt
COc1ccc(C(=O)CSc2nc3nc(C)cc(C)n3n2)cc1OC | 20 | 3% | -3 | -2%
Cc1onc(-c2ccccc2)c1C(=O)Nc1cccc(OC(C)C)c1 | -22 | -2% | 1 | -1%
COc1ccc(NC(=O)N2CCCC2)cc1OC | -109* | -4% | 5 | 22%
O=C(c1cncc(Br)c1)N1CCN(c2ccc(N3CCOCC3)nn2)CC1 | 31 | 5% | 8 | 1%
Cc1cc(Cl)ccc1N=C1N=C(N)c2ccccc21 | -18 | 1% | -8 | nt
CC(=O)C1=C(C)Nc2ncnn2C1c1ccc(Cl)cc1 (stereo unspecified) | 6 | -8% | 12 | 1%
Cc1ccc(C)c(NC(=S)Nc2ccc(S(=O)(=O)Nc3ncccn3)cc2)c1 | -17 | 0% | nt | nt
CCOC(=O)CNC(=O)Cn1c(C)cc2ccccc2c1=O | 31 | -2% | -9 | -2%
CN(C(=O)c1ccno1)c1nnc(-c2ccccn2)s1 | 31 | 0% | -9 | -5%
CCOc1cccc2cc(C(=O)N3CCc4ccccc43)c(=O)oc12 | ? | 6% | 13 | -8%
Cc1nc2c(s1)sc1ccccc12 | 12 | 1% | -1 | 4%
COc1ccc(C(=O)n2nc(C)cc2C)cc1OC | -26 | 0% | 2 | 6%
C[C@@H](C(=O)NCC1CC1)[C@H]1C[C@]1(C)[C@H](NC(=O)OCc1ccccc1)c1ccccc1 | -1 | -3%&-3% | nt | 11%

Entries of single compounds as entered above. Values in the order: PNC inhibitor	12-hLO inh	IMPase cell inh	15-hLO-2 inh
Cc1ccc(C)c(NC(=S)Nc2ccc(S(=O)(=O)Nc3ncccn3)cc2)c1 is listed as -17	0%	nt	nt
Cc1onc(-c2ccccc2)c1C(=O)Nc1cccc(OC(C)C)c1 is listed as -22	-2%	1	-1%

Continuation:
SMILES | PNC inhibitor | 12-hLO inh | IMPase cell inh | 15-hLO-2 inh
CC(=O)OCCNC(=O)c1cc2ccccc2oc1=O | -5 | -6% | -3 | -1%
CCOC(=O)N1CCN(C(=O)c2ccc3c(=O)n(CCC4=CCCCC4)c(=S)[nH]c3c2)CC1 | ? | 1% | -2 | -4%
O=C(CSc1ccccc1)Nc1ccncc1 | 28 | -9% | 4 | -1%
CSc1ccccc1-c1nnc(-c2ccc(C)cc2)o1 | 1 | -1% | -4 | 19%
CCOCCOC(=O)C1=C(C)NC2=C(C(=O)CC(c3cccs3)C2)C1c1ccsc1 (stereo unspecified) | ? | -1% | 6 | -11%
COc1ccc(Cn2c(C)c(C)c(C#N)c2NC(=O)Nc2cccc(Cl)c2)cc1 | 51 | -9% | 3 | -4%
COC(=O)CNC(=O)C1CCN(C(=O)OCc2ccccc2)CC1 | 26 | 1% | -2[1.84 µM] | 2%[11.4 µM]
O=C(NCCc1ccccc1)C1CCN(C(=O)NCc2ccccc2)CC1 | -2 | 5% | -5 | nt
c1cc2c(cc1C1CCCCC1)c1c3n2CCN[C@H]3CCC1 | nt | -3% | -9 | 53%[activator]
CC(C)CC(=O)NS(=O)(=O)c1ccc(N)cc1 | ? | 5% | 7 | nt
COc1ccc(NC(=O)Cn2nc(C(F)(F)F)c3c2CCCC3)cc1OC | 9 | -6% | ? | nt
COc1cc(/C=N/NC(=O)CCN2CCN(Cc3ccccc3)CC2)cc(OC)c1OC | 14 | 3% | nt | nt
CCN1c2cccc3cccc(c23)S1(=O)=O | ? | -4% | -9 | 4%
O=C(O)CCc1ccc(-c2ccccc2)n1-c1cccc(O)c1 | -29 | -10% | -5 | 2%[2.29 µM]
Cc1[nH]c2ccccc2c1C(=O)COC(=O)C(C)C | ? | -8% | 1 | -6%
O=C(CN1CCCc2ccccc21)N/N=C/c1ccccc1 | ? | -3% | -3 | nt
COCCNC(=O)CN(C(=O)CCC(=O)Nc1cc(C)on1)c1ccc(C)cc1C | -7 | 0% | -3 | -5%
O=[N+]([O-])c1cc(Cl)ccc1-c1nc(-c2ccccc2)no1 | ? | -1% | nt | nt
COc1cc(C(=O)Nc2ccc(-c3nc4cc(C)ccc4o3)c(O)c2)cc(OC)c1OC | -3 | -1% | 6 | 35%[activator]
COc1ccnc(Oc2ccc(C)cc2)c1C#N | ? | -4% | -6 | -3%
O=C(N/N=C\c1cc(Br)cs1)C1COc2ccccc2O1 (stereo unspecified) | -28 | -10% | 4 | -5%
Nc1nc(-c2ccccc2)c(N=Nc2ccc(Cl)cc2)s1 | -9 | 0% | nt | nt
CCn1cc(C2=NOC(C(=O)Nc3cccc(C(C)=O)c3)C2)c(C)n1 (stereo unspecified) | ? | -4% | 1 | -15%
CCCc1cc(=O)[nH]c(SCC(=O)Nc2c(C)cccc2C)n1 | 16 | 11% | 3 | -1%
COc1ccc(C2C(C#N)=C(/N=C/N3CCOCC3)OC3=C2C(=O)CC(C)(C)C3)cc1OC (stereo unspecified) | -23 | -1% | 3 | -4%
O=C(c1ccc2c(c1)OCO2)N1CCOCC1 | -100* | 3% | 0 | nt
CN(C)C(CNC(=O)CN1C(=O)NC2(CCc3ccccc32)C1=O)c1ccco1 (stereo unspecified) | ? | -4% | 7 | -3%
COc1ccc(C2SCCN2S(=O)(=O)c2ccc(NC(C)=O)cc2)cc1 (stereo unspecified) | -29 | 0% | 5 | -13%
COC(=O)c1[nH]c2cccc(Cl)c2c1NC(=O)CN1CCN(CCO)CC1 | -25 | -9% | -2 | 0%
CCc1cccc2c(C(=O)COC(=O)/C=C/c3ccc(O)c(OC)c3)c[nH]c12 | 44 | -2% | -4 | nt
COc1ccc(OC)c(N=C(C)C2=C(O)COC2=O)c1 | -21 | -6% | 6 | 11%
c1ccc(C2=Nn3c(nnc3-c3cccnc3)SC2)cc1 | -16 | -2% | -3 | -5%
Cc1ccc(NC(=S)N(CCN2CCCCC2)Cc2ccco2)cc1 | ? | 2% | nt | nt
CC(=O)N(CCCN1CCOCC1)Cc1ccncc1 | 14 | 2% | -3 | -4%
O=C1C(C=NCc2cccnc2)=C(O)c2ccccc21 | -8 | -4% | 7 | -4%
CC(=O)Nc1ccc(C(=O)n2nc(C)cc2C)cc1 | ? | 2% | -3 | -5%
CCOC(=O)C1CCN(C(=O)C(C)Sc2ccc(Cl)cc2)CC1 (stereo unspecified) | -12 | 0% | 2 | nt
Cc1cccc(N=C2Sc3nc4c(C)c(C)ccc4cc3CN2CCN2CCOCC2)c1 | 8 | -30% | -3 | 8%
CC(C)CNC(=S)NC1CC2CCCC(C1)N2Cc1ccco1 (stereo unspecified) | 15 | 4% | 23 | -2%
O=C(COc1ccc(S(=O)(=O)NC2CCCCC2)cc1)N1CCN(c2cccc(Cl)c2)CC1 | -25 | -6% | 4 | -4%
N/C(=N\O)c1cn([C@@H]2O[C@@H](CO)[C@H](O)[C@@H]2O)c2ncnc(NO)c12 | nt | 0%[11.4 µM] | nt | -6%[11.4 µM]
O=C(CSc1nnnn1-c1ccccc1Cl)Nc1ccc2c(c1)OCCO2 | -15 | -8% | ? | -8%
CCOC(=O)C1CCN(C(=O)CN(c2ccc(OC)c(OC)c2)S(=O)(=O)c2ccccc2)CC1 | 8 | 0% | -1 | -1%
CCC(C(=O)OCC(=O)Nc1cc(Cl)ccc1Cl)c1ccccc1 (stereo unspecified) | -28 | 1% | 7 | nt
COc1ccc(/C=N/OCC(=O)NC(c2ccccc2)c2ccccc2)c(OC)c1 | -16 | -2% | nt | nt
O=C(NCc1ccc2c(c1)OCO2)C1CCC(CNc2c(N3CCCCC3)c(=O)c2=O)CC1 (stereo unspecified) | ? | -2% | 5 | -2%
O=C(c1ccccc1F)N(Cc1ccc(F)cc1)C1CCS(=O)(=O)C1 (stereo unspecified) | -15 | 1% | -3 | 4%
CN1CC(=O)N/C1=N/C(=O)Nc1cccc(Cl)c1 | nt | -2% | nt | 13%
COc1ccc(C(=O)NN)cc1COc1ccc(Br)cc1 | 27 | 3% | 0 | 39%[activator]
O=c1c2c([nH]c3ccc(Br)cc13)CCCC2 | -23 | -1% | 1 | -1%
COc1ccccc1N1CCN(CC(=O)c2c(C)[nH]c3cc(C)ccc23)CC1 | 12 | -7% | -7 | 3%
COc1ccc(N)cc1C#N | 24 | 5% | 2 | 10%
NS(=O)(=O)c1ccc(CCNC(=O)c2ccccc2F)cc1 | 23 | -5% | -2 | 3%
Cc1ccc(NC(=O)C2=C(O)CCn3c2nc2ccccc23)cc1 | -27 | -22% | 3 | 13%
COCC(=O)Nc1ccc(S(=O)(=O)Nc2ncccn2)cc1 | 42 | 9% | 4 | 3%
CCOC(=O)C1=NOC(CNC(=O)C2=NOC(CNC(=O)c3c(-c4ccccc4Cl)noc3C)C2)C1 (stereo unspecified) | 42 | 4% | -3 | 8%
CCN(CC)CCCNC(=O)CN1C(=O)CSc2ccc(S(=O)(=O)N3CCOCC3)cc21 | -113* | 1% | nt | nt
CC(C)C12CN3CC(C(C)C)(CN(C1)C3c1ccccc1O)C2=O (stereo unspecified) | 50 | -1% | 0 | 2%
COC(=O)C1=C(N)Oc2cc(C)n(CC3CCCO3)c(=O)c2C1c1ccc(Cl)c(Cl)c1 (stereo unspecified) | 51 | -9% | -7 | 14%
COc1ccc(NC2CS(=O)(=O)CC2OC(=O)c2ccc(F)cc2)cc1 (stereo unspecified) | -7 | -3% | 5 | 2%
Continued.
SMILES | PNC inhibitor | 12-hLO inh | IMPase cell inh | 15-hLO-2 inh
Cc1cc(C)n(-c2cc(N3CCN(C(=O)c4cccc(F)c4)CC3)ccc2[N+](=O)[O-])n1 | 12 | -9% | nt | nt
O=C(CN1C(=O)c2cccc3cccc1c23)NCc1ccc2c(c1)OCO2 | ? | 0% | -3 | -9%
O=C(Cc1ccccn1)Nc1ccccc1 | 32 | -5% | -4 | -3%
CCOC(=O)c1cc(-c2ccccc2)sc1NC(=O)c1cc(OC)c(OC)c(OC)c1 | 37 | 0% | nt | nt
OCCCN1CCN(CCCOc2ccccc2-c2ccccc2)CC1 | 18 | 2% | nt | nt
CCCCNC(=O)Nc1nnc(-c2ccc(OCC)cc2)o1 | ? | 8% | 3 | 9%
CCN(c1ccccc1)S(=O)(=O)c1ccc(Cl)c(NC(=O)COC(=O)c2ccc(Cl)c(N)c2)c1 | -4 | -1% | nt | nt

Only part of the results is shown; the hit share may differ from the screen's.
